ERK EGF inh – blocks ERK signaling stimulated by EGF; HEK293-V1b, EGF-stimulated phospho-ERK AlphaScreen; Potency, µM (highest dose often 11.5 µM), without a hit: top-dose activity change, negative = inhibition, usual class: inhibitors; hit rate 0.41% among 130,000; AID 1454; active = well fitted inhibition curve with a large enough effect; inconclusive = small, poorly fitted or top-dose-only effect, or effect the other way;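 note: plate controls were stimulated vehicle wells for no effect and unstimulated vehicle basal for full effect; nearly all actives have a fitted effect of over 55% in size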
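HEK293 cells stably expressing V1b receptor, serum-reduced (1% FBS) overnight, pretreated 30 min with compound, then stimulated 5 min with 25 nM EGF; phospho-ERK detected by AlphaScreen SureFire. AC50 from Hill fits, normalized to DMSO and EGF.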
An asterisk follows results filed as active; [ ] = remark or other dose. Potency is the fitted concentration of half-maximal effect.

`CC(=O)CCOC1CCCCO1` (configuration not stated) gave ERK EGF inh 1%.
Screening O=C(c1ccc(Sc2ccc(F)cc2)c([N+](=O)[O-])c1)N1CCOCC1 returned ERK EGF inh 5%.
For CN(C)/C=C/C(=O)c1cccc(C(F)(F)F)c1 the results were ERK EGF inh 3%.
`Cc1c(C(=O)NC(C(C)C)C(C)C)cccc1[N+](=O)[O-]` gave ERK EGF inh 4%.
`Cc1ccc(C(=O)/C=C/c2cn(CC(O)CN3CCOCC3)c3ccccc23)cc1` (configuration not stated) gave ERK EGF inh -6%.
Cc1cc(Cl)ccc1NC(=S)NCCN1CCOCC1 was read as ERK EGF inh -4%.
`COc1cc(C(=O)NC2CCCC2)c(Br)c(OC)c1OC` gave ERK EGF inh -3%.
CC(C)[C@H](NC(=O)c1ccccc1)C(=O)OCC(=O)Nc1ccc(Cl)cc1C(F)(F)F was read as ERK EGF inh 0%.
For COc1ccc(Cc2n[nH]c(=S)n2NC(=O)Nc2ccc(C)cc2)cc1 the results were ERK EGF inh 24%.
`CC(=O)SCC(Cc1ccccc1)C(=O)NCC(=O)OCc1ccccc1` (configuration not stated) gave ERK EGF inh -4%[57.5 µM].
`O=[N+]([O-])c1cc(/C=N/N2CCN(Cc3ccccc3)CC2)ccc1Cl` gave ERK EGF inh inconclusive.
Screening Cc1ccc2nc(-c3ccccn3)cc(C(=O)NC(C)C(C)(C)C)c2c1 (configuration not stated) returned ERK EGF inh -6%.
`COC(=O)c1ccc(-n2ccnc2)cc1` gave ERK EGF inh -3%.
COc1ccc(C2CC(c3cccs3)=Nc3ccccc3S2)cc1OC (configuration not stated) was read as ERK EGF inh -8%.
Screening CN(C)C(=O)c1ccc(NC(=O)COc2ccc([N+](=O)[O-])cc2)cc1 returned ERK EGF inh 2%.
`CC(=O)C1=C(c2ccc(Br)cc2)C(=O)c2ccccc2C1=O` gave ERK EGF inh inconclusive.
For S=C(NCCN1CCOCC1)Nc1ccc(Br)cc1 the results were ERK EGF inh 4%.
COCCn1c(=O)c(-c2ccc(OC)cc2)nc2cnc(Oc3cccc(Cl)c3)nc21 was read as ERK EGF inh -1%.
For CC(=O)c1sc(NC(=O)c2c(F)cccc2F)nc1-c1ccccc1 the results were ERK EGF inh 3%.
`CCC(=O)N/C(N)=N/c1nc(C)c2cc(C)c(C)cc2n1` gave ERK EGF inh 1%[57.5 µM].

Looked up one by one from the entries so far:
`CC(=O)C1=C(c2ccc(Br)cc2)C(=O)c2ccccc2C1=O` gave ERK EGF inh inconclusive.
`CC(=O)SCC(Cc1ccccc1)C(=O)NCC(=O)OCc1ccccc1` (configuration not stated) gave ERK EGF inh -4%[57.5 µM].

Further entries:
`O=C(Nc1nnc(SCc2ccc(F)cc2)s1)c1ccccn1` gave ERK EGF inh 3%.
`Cc1cccc(N2CCN(C(=O)COc3cccc4c3OC(C)(C)C4)CC2)c1C` gave ERK EGF inh 7%.
O=C(OCn1nnc2ccccc2c1=O)c1ccc(O)cc1 was read as ERK EGF inh -68%.
Screening CC(C)(C)n1ncc2c(=O)n(CC(=O)c3ccccc3)cnc21 returned ERK EGF inh 18%.
`CCc1ncc(/C=C2\C(=O)Nc3ccccc32)[nH]1` gave ERK EGF inh 5%[57.5 µM].
Screening O=C(/C=C/c1ccccc1[N+](=O)[O-])Nc1cccnc1 returned ERK EGF inh 4%.
`CCC(C(=O)O)N1C(=O)/C(=C/c2cccn2C)SC1=S` (configuration not stated) gave ERK EGF inh 1%.
Screening CC1CCOC(c2coc3ccccc3c2=O)O1 (configuration not stated) returned ERK EGF inh -2%.
For N#C/C(=C\c1ccc(C(=O)O)cc1)S(=O)(=O)c1cc(Br)ccc1Br the results were ERK EGF inh 0%.
O=C(COC(=O)c1cc([N+](=O)[O-])ccc1NCc1ccccc1)NC1CCCCC1 was read as ERK EGF inh 7%.
`CCCCC1=CC2=C(c3ccco3)C(=O)C(C)(OC(=O)c3ccc(OC)cc3)C(=O)C2=CN1Cc1ccccc1` (configuration not stated) gave ERK EGF inh inconclusive.
Cc1cccc2cc(CN(Cc3cccs3)C(=S)NCc3ccco3)c(=O)[nH]c12 was read as ERK EGF inh -6%.
Screening CC/C(=C(\c1ccccc1)c1ccc(OCCN(C)C)cc1)c1ccccc1 returned ERK EGF inh -3%.
`COCCCN(C(=O)Nc1cccc(Cl)c1)C(C)c1ccccn1` (configuration not stated) gave ERK EGF inh -2%.
For CC(C)(C)c1nc2scc(-c3ccc(Br)cc3)c2c(=O)o1 the results were ERK EGF inh 4%.
Screening CCOc1ccc(C2=C(C=C(C#N)C#N)C(c3ccccc3)c3ccccc3O2)cc1 (configuration not stated) returned ERK EGF inh inconclusive.
For COc1ccc(NC(=S)Nc2cc(C)[nH]n2)cc1Cl the results were ERK EGF inh -17%[57.5 µM].
`Cn1nc(C(C)(C)C)cc1NC(=O)Nc1ccc(Cl)cc1` gave ERK EGF inh -12%[57.5 µM].
Screening c1ccc(-c2cc(-c3nnco3)c3ccccc3n2)nc1 returned ERK EGF inh -2%.
`Cc1ccc(N2C(=O)CSC2c2cccnc2)c(Cl)c1` (configuration not stated) gave ERK EGF inh 5%[57.5 µM].
`O=C1/C(=C/c2ccccc2[N+](=O)[O-])COc2ccccc21` gave ERK EGF inh 1%.
Cc1ccc(SCCC(=O)Nc2ccc(OCc3ccccc3)cc2)cc1 was read as ERK EGF inh -6%.
Screening CN(c1ccc(C(=O)NCc2cccs2)cc1)S(=O)(=O)c1ccccc1 returned ERK EGF inh -1%.
`C/C=C\C=C\C(=O)Nc1cccc(C2=NOC3(C2)C[C@H](C(N)=O)N(C(=O)c2ccccc2C(=O)c2ccccc2)C3)c1` (some centres not stated) gave ERK EGF inh 10%[57.5 µM].
Screening Cc1ccc2nc(/C(C#N)=C\c3cc(O)ccc3[N+](=O)[O-])[nH]c2c1 returned ERK EGF inh -7%.
For CC1(C)CC(=O)C(C=NCCN2CCN(C3CC(=O)N(c4ccc(F)cc4)C3=O)CC2)=C(O)C1 (configuration not stated) the results were ERK EGF inh -4%.
Cc1c(N=c2scc(-c3ccccc3)n2CCO)c(=O)n(-c2ccccc2)n1C was read as ERK EGF inh inconclusive.
`CC(C)(C)OC(=O)N/N=C/c1c[nH]c2ccccc12` gave ERK EGF inh -6%.
For Cc1ccc(C(=O)CSc2cnc3ccccc3n2)cc1C the results were ERK EGF inh 2%.
For CCOC(=O)C1=NN(c2ccc([N+](=O)[O-])cc2)CC1C(=O)OC (configuration not stated) the results were ERK EGF inh 6%.
CC(C(=O)NCC1CCCCC1)N(C)Cc1ccc(Cl)cc1 (configuration not stated) was read as ERK EGF inh 1%.
`CC1=C(C)C(=O)OC(C(C)C2CCC3C4CC=C5CC(OC6OC(COC7OC(CO)C(O)C(O)C7O)C(O)C(O)C6O)CC(O)C5(C)C4CCC23C)C1` (configuration not stated) gave ERK EGF inh -1%[57.5 µM].
For O=C(c1ccc(F)cc1)N1CCN(C2CCC(c3ccccc3)CC2)CC1 (configuration not stated) the results were ERK EGF inh -1%.
CCCC(=O)Nc1ccccc1NC(=O)c1ccc(OC)cc1 was read as ERK EGF inh -3%.
`CCOc1ccc(-c2csc(NC(=O)c3cccc(N4C(=O)CCC4=O)c3)n2)cc1` gave ERK EGF inh -8%[57.5 µM].
Cc1c(C2C(C#N)=C(N)N(c3cccc([N+](=O)[O-])c3)C3=C2C(=O)CCC3)cnn1C (configuration not stated) was read as ERK EGF inh -8%.
Screening O=C(CSc1ccc(-c2ccccn2)nn1)c1ccc([N+](=O)[O-])cc1 returned ERK EGF inh 5%.
Screening O=C(N/N=C/c1ccncc1)c1ccc(COc2cccc3cccnc23)cc1 returned ERK EGF inh inconclusive.
For Cc1cc(C)n(-c2cccc(C(=O)O)c2)n1 the results were ERK EGF inh 3%.
Screening COc1cc(OC)c(-n2cc(-c3ccc(Cl)cc3)[nH]c2=O)cc1Cl returned ERK EGF inh 9%.
For Clc1ccccc1N/N=C/c1ccc2c(c1)OCO2 the results were ERK EGF inh 13%.
`Cc1ccccc1OCC(O)Cn1c(Br)nc2c1c(=O)n(C)c(=O)n2C` (configuration not stated) gave ERK EGF inh 0%.
For CN1CCN(S(=O)(=O)CC2(C)C3CCC2(C)C(=O)C3Br)CC1 (configuration not stated) the results were ERK EGF inh -12%[57.5 µM].
Screening COc1ccc(C(CNC(=O)COc2ccc(-c3ccccc3)cc2)N2CCOCC2)cc1 (configuration not stated) returned ERK EGF inh inconclusive.
For O=C(CSc1nnc(SCc2ccc(Cl)cc2)s1)N/N=C/c1ccc(C(=O)O)cc1 the results were ERK EGF inh 13%[57.5 µM].
Screening O=C(NC1CCCc2ccccc21)C1CCN(S(=O)(=O)c2cccc(C(F)(F)F)c2)CC1 (configuration not stated) returned ERK EGF inh 6%.
Screening CN(C)S(=O)(=O)c1ccc(N2CCCC2)c(C(=O)NCC2CCCCC2)c1 returned ERK EGF inh -5%.
O=C(Nc1ccccc1)Nc1nnc(COc2ccccc2F)s1 was read as ERK EGF inh -14%[57.5 µM].
COc1ccccc1NC(=S)NC(C)C(c1cccs1)N1CCOCC1 (configuration not stated) was read as ERK EGF inh -9%[57.5 µM].
Cc1ccc(NC(=O)CSCc2n[nH]c(=O)[nH]2)c(Br)c1 was read as ERK EGF inh -5%.
CC1=CC2=NC(=O)/C(=C\c3cn(C)c4ccccc34)C(=N)N2O1 was read as ERK EGF inh inconclusive.
For Cn1c(N)c(S(=O)(=O)N2CCN(Cc3ccccc3)CC2)c(=O)n(C)c1=O the results were ERK EGF inh -9%.
Screening Cn1c(=O)[nH]c(=O)c2c1nc(N1CCCCCC1)n2CCN1CCCCCC1 returned ERK EGF inh 3%.
`C=CCn1c(C(C)NC(=O)C(C)(C)C)nc2ccccc21` (configuration not stated) gave ERK EGF inh -40%.
CC(C)(C)OC(=O)N/N=C\C=C\c1ccc2c(c1)OCO2 was read as ERK EGF inh 3%.
For O=C1OC(C(=O)NCc2ccccc2)Cc2ccccc21 (configuration not stated) the results were ERK EGF inh 2%.
Screening Cc1ccccc1-n1c(SCc2csc(Nc3ccccc3)n2)nnc1-c1cccnc1 returned ERK EGF inh inconclusive.
For CCc1ccc(NC(=O)c2cnc(N3CCN(c4ccccn4)CC3)c3ccccc23)cc1 the results were ERK EGF inh 2%.
For CSc1ccccc1NC(=O)CSc1n[nH]c(C)c1[N+](=O)[O-] the results were ERK EGF inh 1%.
CN1CCN(C(=S)NC(=O)c2ccc(S(=O)(=O)N3CCOCC3)cc2)CC1 was read as ERK EGF inh -11%.

A draw from above in order of length of the SMILES, smallest number first:
For O=C1OC(C(=O)NCc2ccccc2)Cc2ccccc21 (configuration not stated) the results were ERK EGF inh 2%.
O=C(Nc1ccccc1)Nc1nnc(COc2ccccc2F)s1 was read as ERK EGF inh -14%[57.5 µM].
`C=CCn1c(C(C)NC(=O)C(C)(C)C)nc2ccccc21` (configuration not stated) gave ERK EGF inh -40%.
CC(C)(C)OC(=O)N/N=C\C=C\c1ccc2c(c1)OCO2 was read as ERK EGF inh 3%.
Cc1ccc(NC(=O)CSCc2n[nH]c(=O)[nH]2)c(Br)c1 was read as ERK EGF inh -5%.
For CSc1ccccc1NC(=O)CSc1n[nH]c(C)c1[N+](=O)[O-] the results were ERK EGF inh 1%.
CC1=CC2=NC(=O)/C(=C\c3cn(C)c4ccccc34)C(=N)N2O1 was read as ERK EGF inh inconclusive.
Screening Cn1c(=O)[nH]c(=O)c2c1nc(N1CCCCCC1)n2CCN1CCCCCC1 returned ERK EGF inh 3%.
Screening Cc1ccccc1-n1c(SCc2csc(Nc3ccccc3)n2)nnc1-c1cccnc1 returned ERK EGF inh inconclusive.
CN1CCN(C(=S)NC(=O)c2ccc(S(=O)(=O)N3CCOCC3)cc2)CC1 was read as ERK EGF inh -11%.
For Cn1c(N)c(S(=O)(=O)N2CCN(Cc3ccccc3)CC2)c(=O)n(C)c1=O the results were ERK EGF inh -9%.
For CCc1ccc(NC(=O)c2cnc(N3CCN(c4ccccn4)CC3)c3ccccc23)cc1 the results were ERK EGF inh 2%.
Screening O=C(NC1CCCc2ccccc21)C1CCN(S(=O)(=O)c2cccc(C(F)(F)F)c2)CC1 (configuration not stated) returned ERK EGF inh 6%.

Further structures
Screening COc1ccc(N2Cc3ccccc3/C2=N\C(=O)Nc2ccccc2)cc1 returned ERK EGF inh 1%.
`COc1ccccc1CCc1nnc(CCC(=O)NCCOc2cccnc2)o1` gave ERK EGF inh -7%.
`CCCCCC(=O)OC(CN1CCCCCC1)CN1CCCC1=O` (configuration not stated) gave ERK EGF inh -1%[57.5 µM].
`O=C(Cn1nnc(-c2ccccc2)n1)NNC(=O)c1ccco1` gave ERK EGF inh -2%.
`Cc1ccc(NC(=S)N(CCCN2CCC(C)CC2)Cc2ccco2)cc1` gave ERK EGF inh -1%.
`O=C(CCNS(=O)(=O)c1ccc(Cl)cc1)OCC(=O)c1ccc[nH]1` gave ERK EGF inh 4%[57.5 µM].
`O=C(c1ccccn1)N1CC=C(c2ccccc2)CC1` gave ERK EGF inh -7%.
For CNC(=O)CSc1nnc(-c2ccccn2)n1Cc1ccco1 the results were ERK EGF inh -6%[57.5 µM].
`Cc1cc(=O)n2[nH]cnc2n1` gave ERK EGF inh 1%.
Screening CCCOc1ccc(C(=O)CCNc2cccc(Cl)c2)cc1 returned ERK EGF inh 1%.
C/C(=N\NC(=O)c1ccc(NS(=O)(=O)c2cccs2)cc1)c1ccccc1 was read as ERK EGF inh -2%.
Screening CCN(CC)C(=O)Oc1ccc(Br)cc1C(=O)Nc1ccc(F)cc1F returned ERK EGF inh 0%[57.5 µM].
CN(C)S(=O)(=O)c1ccc(NC(=O)CN2CCc3ccccc32)cc1 was read as ERK EGF inh -7%[57.5 µM].
Screening O=C(Oc1coc(CSc2ncccn2)cc1=O)c1ccccc1[N+](=O)[O-] returned ERK EGF inh 29%.
For NC(=O)C(C(=O)/C=C/c1ccc(Cl)cc1)=C1SCCS1 the results were ERK EGF inh -3%[57.5 µM].

Screens: PubChem BioAssay, National Center for Advancing Translational Sciences (NCATS)

Only part of the results is shown; the hit share may differ from the screen's.
